High-throughput results as filed in PubChem.
Hep lipid drop: modulators of hepatic lipid droplet formation | AML12 mouse hepatocytes, oleate lipid droplets, BODIPY imaging | inhibition, % at 6.5 µM | actives 0.4% (n = 240,000) | AID 1656;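 active = lipid droplet intensity inhibited by at least 50%, with more than 500 cells counted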
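Test system: AML12 mouse liver cells; schedule: overnight exposure; technique: high-content imaging of BODIPY-stained droplets and DAPI nuclei; read-out: % inhibition of corrected integrated BODIPY droplet signal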
MT stabilize HCS: microtubule stabilizers in HeLa cells; HeLa tubulin immunostaining HCS, 24 h; share of cells brighter than vehicle mean+2SD; % tubulin-high responders, % at 10 µM; actives 0.83% (n = 200,000); AID 2205;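 active = plate Z-score above 3 for both tubulin-high and condensed-nucleus cell shares, with cell loss under 80%, at 10 µM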;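 also: anti alpha tubulin signal scored within the nucleus-defined area of each cell; some results filed as inactive read as strong as hits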
PhoP inhibition: inhibitors of PhoP regulon expression, primary screen, Salmonella Typhimurium, GFP reporter (AID 1863). inhibition, % at 50 µM, or IC50 in µM where a hit was titrated. S. Typhimurium PhoP-regulated promoter GFP reporter, 4 h; higher % means a stronger effect. actives 0.16% (n = 300,000);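 active = inhibition over 29.93%, a cutoff 3 SD above the screen mean, later confirmed by dose response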;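 also: 0% = low Mg2+ inducing control and 100% = high Mg2+ repressing control; strong numbers were not always called active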
Ins promoter up: MIN6 insulin promoter up-regulation; MIN6 insulin promoter-GFP reporter, high-content imaging; hits give high values; z-score at 5 µM; actives 0.3% (n = 190,000); AID 1625;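 active = z-score above 3 at 5 µM with at least 500 cells counted in the well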
bCat nuc transl: alters nuclear translocation of beta-catenin in HeLa cells. immunofluorescence imaging. nuclear translocation activity, % at 5 µM. actives 0.3% (n = 190,000). AID 1665;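 active = nuclear translocation activity above 50% at 5 µM, with a well cell count of 50 or more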;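 also: per-cell ratio of nuclear to cytoplasmic median beta-catenin stain intensity; plate controls were DMSO negative control for no effect and GSK-3 inhibitor IX positive control for full effect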
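Test system: human HeLa cells, native beta-catenin. Compound dosing: 5 µM primary single dose, 0.1% DMSO, 0.02–20 µM confirmation series. Incubation: compound exposure 24 h at 37°C. Detection: beta-catenin immunostaining with DAPI counterstain, 20x imaging, 6 fields/well. Read-out basis: Nuclear/cytoplasmic beta-catenin signal ratio, % activation.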
Dynein cargo inh: dynein cargo transport inhibition; 3617.4 mouse cells, GR-EGFP nuclear translocation imaging; test concentration mostly 20 µM; stimulated with dexamethasone, 1 µM; hits give low values; z-score, hits read low; actives 0.47% (n = 220,000);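 active = plate z-score of nuclear minus cytoplasmic receptor signal below a set negative limit, without overly bright fluorescence or cell loss, cut at about -3.5 in these data, passing the limit was not always enough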;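 also: z-score of nuclear minus cytoplasmic ring GR-EGFP intensity difference per well; some compounds called inactive have numbers as strong as hits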
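Schedule: 48 h induction, then 1 h compound, then 30 min agonist, 37 °C. Buffer or medium: tetracycline-free induction medium containing charcoal-stripped FBS. Reagent: 1.0 µM final dexamethasone stimulus. Evaluation: nuclear versus cytoplasmic GR-EGFP signal, averaged per well. Signal: high-content fluorescence imaging after fixation.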
T cell modulator: modulates CD8 T cell binding to vesicles; 2C CD8+ T cell-vesicle binding, flow cytometry; hits give low values; calls only at 7 µM; actives 0.068% (n = 330,000); AID 2052;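 active = response, share of CD8 T cells binding vesicles, and their 90th percentile fluorescence all below set limits, cut at about 80% in these data, passing the limit was not always enough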
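Material: 2C TCR transgenic mouse naive CD8+ T cells, MACS-purified. Also added: QL9-charged Drosophila Ld/ICAM-1/B7-1 vesicles. Timing: binding 1.5 h at 37 °C. Measured by: high-throughput flow cytometry with anti-B7-1 and anti-CD8 staining. Read-out: percent CD8+ FL2 mean versus row control. Controls: Unloaded micro-vesicles (low), QL9 vesicles with 0.7% DMSO (high).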
Autophagy HCS: alters autophagy in cells. actives 0.98% (n = 190,000). AID 463193. MEF GFP-LC3 puncta imaging; test concentration mostly 10 µM. calls only at 10 µM (by protocol);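 active = percentage of spot-positive cells more than 3 SD above its plate mean, without a fluorescence outlier flag or 80% toxicity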;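 also: spot-positive cell cutoff set from DMSO-treated cells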
ER stress rescue: rescue of cells from ER stress-induced death, primary screen, 384-well, CSM14.1, thapsigargin, ATP luminescence (AID 1222) | CSM14.1 thapsigargin-induced death rescue, ATP luminescence; higher % means a stronger effect | cellular ATP content (survival), % at 20 µM; hits with a dose series show EC50 in µM | 190,000 tested, under 10 active;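 active = EC50 below 50 µM in the dose-response confirmation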;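 also: death triggered by thapsigargin at about 15 µM added after 2 h compound pretreatment; cell ATP read after overnight thapsigargin exposure of roughly 18 to 22 hours; normalized against plate controls of thapsigargin alone and 5% DMSO vehicle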
Dynein cargo inh cytoplasmic EGFP: recorded beside Dynein cargo inh, whose call it bears; z-score; measured here: cytoplasmic GR-EGFP intensity; hits give high values
Dynein cargo inh nuclear GR-EGFP: second read-out of Dynein cargo inh, no call of its own (marks repeat the call); z-score; measured here: nuclear GR-EGFP intensity;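 lower value marks the stronger effect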
Dynein cargo inh cell count: also measured in Dynein cargo inh; calls as there; z-score; measured here: cell count per field
Ins promoter up cell count: also measured in Ins promoter up; calls as there; cell count; measured here: cytotoxicity, nuclei count;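 total cells summed across four imaged fields per well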
Hep lipid drop cells 6.5 µM: further read-out of Hep lipid drop, marked with its call; cell count; measured here: cell count, cytotoxicity flag;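 cells counted across two imaged fields per well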
bCat nuc transl cell count 5 µM: second read-out of bCat nuc transl, no call of its own (marks repeat the call); cell count; measured here: cell count, cytotoxicity flag
T cell modulator vesicle-bound %: also measured in T cell modulator; calls as there; double positive events, %; measured here: CD8+ vesicle-bound cell fraction;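 binding gate set so that unloaded-vesicle control wells show 10% double positive cells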
MT stabilize HCS Hoechst-high %: recorded beside MT stabilize HCS, whose call it bears; % Hoechst-high responders; measured here: nuclear condensation Hoechst responders;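 share of cells brighter than vehicle mean plus two SD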
MT stabilize HCS cytotoxicity %: also measured in MT stabilize HCS; calls as there; toxicity, %; measured here: cytotoxicity by cell density;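 0% = mean cell density of plate MIN control wells and 100% = no cells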
Autophagy HCS cell loss 18 h: also measured in Autophagy HCS; calls as there; toxicity, %; measured here: cell loss, nuclei count;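 cell loss after 18 h compound exposure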
Active calls of the source: *; i = inactive; / = not tested or not shown.

Order of results – Hep lipid drop, Hep lipid drop cells 6.5 µM, MT stabilize HCS, MT stabilize HCS Hoechst-high %, MT stabilize HCS cytotoxicity %, PhoP inhibition, Ins promoter up, Ins promoter up cell count, bCat nuc transl, bCat nuc transl cell count 5 µM, Dynein cargo inh, Dynein cargo inh cytoplasmic EGFP, Dynein cargo inh nuclear GR-EGFP, Dynein cargo inh cell count, T cell modulator, T cell modulator vesicle-bound %, Autophagy HCS, Autophagy HCS cell loss 18 h, ER stress rescue
- CCC(C)NCCC(=O)Nc1ccc(Cl)c(S(=O)(=O)Nc2ccc(Cl)cc2)c1 (stereo unspecified)
  -11, 664, 2.7, 1.5, 14, -1%, 1.2, 1166, 1.2, 1001, 2.1, 0.11, 2, -3.1, i, 25, i, -1, -2.2%
- CCn1c(=O)c(C(=O)NNS(=O)(=O)c2ccc(Cl)cc2)c(O)c2ccccc21
  -19, 665, 3.2, 3.6, 5.0, -8%, -0.17, 1538, -0.3, 1145, -0.055, 1.2, 0.27, 4.8, i, 6, i, -23, 1.1%
- C[n+]1cccc(C(=O)NCC2CCCO2)c1 (stereo unspecified)
  -34, 642, 2.4, 1.4, 4.6, 2%, 0.55, 1318, -2.3, 558, 1.1, -0.26, 0.058, -0.7, i, 49, i, -2, 3.1%
- CCC1(C)Cc2c(sc3nnn(CC(=O)Nc4ccc(Cl)cc4)c(=O)c23)CO1 (stereo unspecified)
  /, /, 1.5, 1.2, 8.3, -7%, 0.34, 1549, -0.4, 1424, 0.57, -0.21, 0.8, 0.23, i, 10, i, 38, -1.9%
- COc1ccc(Cl)cc1-c1nc(SCC(=O)N(C)C)n[nH]1
  20, 715, 3.1, 1.6, 5.8, -1%, -0.4, 1309, 0.3, 1116, -0.32, -0.27, 0.0042, 0.61, i, 30, i, 17, -3.0%
- CCSc1nnc(-c2cnn(-c3ccccc3)c2-n2cccc2)n1C
  -3, 791, 1.9, 1.4, 12, -2%, 0.5, 781, -0.7, 1091, -2.1, 0.13, -0.94, 3.3, i, 15, i, -4, -0.3%
- NC(N)=N/N=C/c1ccc2cccc(OCc3ccccc3)c2n1
  22, 692, /, /, /, -10%, -2, 656, 6.2, 1148, 4.8, 0.48, 2.8, -2.4, i, 27, /, /, /
- OC(COc1ccc(OCc2ccccc2)cc1)CN1CCCCC1 (stereo unspecified)
  17, 744, 3.0, 3.6, 10, 3%, -0.76, 1225, /, /, 0.82, -0.24, 0.39, 0.29, i, 5, i, -6, 0.0%
- COc1cc(/C=N/n2c(-c3cc(C)[nH]n3)n[nH]c2=S)cc(OC)c1OC
  1, 675, /, /, /, -6%, /, /, 3.5, 883, 0.02, -0.12, 0.0059, 0.77, i, 44, /, /, /
- CC(C)(C)c1ccc(-c2noc(-c3ccno3)n2)cc1
  -2, 714, /, /, /, 0%, 0.31, 1337, 1.0, 1311, 0.19, -0.26, -0.043, 0.58, i, 16, /, /, /
- COC(=O)c1cc(NC(=O)c2ccccc2F)cc(C(=O)OC)c1
  3, 703, 3.5, 1.9, 2.6, 1%, 0.77, 1296, 0.5, 1064, 0.29, -0.19, -0.18, 0.23, i, 5, i, -18, 0.3%
- COc1ccc(-c2nn(-c3ccccc3)cc2C2CC(c3cccs3)=NN2C(=O)CCC(=O)O)cc1 (stereo unspecified)
  /, /, /, /, /, -2%, -0.12, 1105, 1.5, 1236, -1.1, -0.091, 0.24, 0.34, i, 28, /, /, /
- Cc1cc(=O)[nH]c(N/N=C/c2ccc(Br)s2)n1
  5, 666, 1.1, 2.2, 4.9, 9%, -0.33, 1237, -4.9, 1123, 0.31, -0.28, 0.023, -0.1, i, 10, i, -8, -2.3%
- CCOC(=O)N1N=C(c2ccc(C)cc2)CC1(O)C(F)(F)F (stereo unspecified)
  36, 582, 2.3, 1.4, 6.7, 4%, 0.4, 1641, 2.2, 967, /, /, /, /, i, 35, i, 4, -4.5%
- COC(=O)c1ccc(CSc2ccc3nnc(-c4ccccn4)n3n2)o1
  -1, 665, 2.2, 3.2, 9.6, 0%, 0.41, 1862, -0.6, 1065, -0.23, -0.22, -0.11, 0.38, i, 26, i, -7, -0.9%
- Cc1cc(C2=CC(C)(c3cc(C)oc3C)Nc3nc(C(F)(F)F)nn32)c(C)o1 (stereo unspecified)
  /, /, 4.1, 1.8, 2.5, -8%, /, /, 0.5, 1157, -6.1*, 0.71*, -2.3*, 0.19*, i, 23, i, 4, -0.6%
- O=C1NC(Cc2c[nH]c3ccccc23)C(=O)N1Cc1cccc2ccccc12 (stereo unspecified)
  -7, 697, 2.0, 2.7, 9.4, -9%, 1.2, 1491, 4.2, 1027, -0.59, -0.25, -0.45, 0.74, i, 57, i, 6, 2.0%
- COc1ccccc1N1CCN(C(c2cccs2)C(C)NC(=O)c2cccs2)CC1 (stereo unspecified)
  21, 736, 3.8, 1.3, 5.2, -4%, 0.29, 644, -0.1, 1024, 0.34, -0.15, -0.016, 0.038, /, /, i, 4, -2.3%
- CCOCCCn1c(=N)c(C(N)=S)cc2c(=O)n3cccc(C)c3nc21
  5, 647, 1.6, 0.9, 8.2, -4%, -0.31, 1620, -0.6, 1083, 0.3, -0.12, 0.15, -0.29, i, 16, i, -13, -1.7%
- O=C(CSc1nc2ccccc2c(=O)[nH]1)N1CCN(S(=O)(=O)c2ccccc2)CC1
  /, /, 2.5, 1.8, 8.2, -3%, -0.7, 1535, 1.6, 1201, -0.084, 0.28, 0.88, 0.81, i, 58, i, -7, -1.0%
- CCCNS(=O)(=O)c1ccc(CCC(=O)Nc2ccc3c(c2)OCCO3)cc1
  14, 751, 4.0, 3.3, 4.1, 7%, -0.13, 1179, -2.0, 598, 0.02, -0.28, -0.34, 0.26, i, 50, i, -3, -0.8%
- Cc1ccccc1OCC(O)Cn1c(N2CCN(c3ccccc3)CC2)nc2c1c(=O)[nH]c(=O)n2C (stereo unspecified)
  -10, 729, 2.4, 3.3, 6.5, 0%, 0.68, 1186, 2.4, 508, -0.61, 0.36, 0.64, 0.36, i, 31, i, 13, -2.1%
- CC(=O)Oc1oc(-c2ccccc2)nc1C=Nc1ccccc1
  /, /, 3.1, 2.9, 2.4, 5%, -0.36, 1477, /, /, -0.39, -0.23, -0.085, -0.41, i, 19, i, 4, -1.5%
- O=C(Nc1cccc(F)c1)C1CC(=O)N(c2ccc(Br)cc2)C1 (stereo unspecified)
  10, 720, 1.1, 1.6, 8.0, 14%, 0.11, 1267, -1.6, 1028, -0.067, 0.41, 0.34, -1.1, i, 46, i, 8, 0.4%
- Cc1noc(C)c1COC(=O)c1cc(C)n(-c2ccccc2)c1C
  -3, 678, 2.6, 1.5, 11, 2%, -0.15, 1798, -0.7, 1052, -1.2, -0.23, -0.43, 2.1, i, 39, i, 32, 1.2%
- COc1ccc(-c2cc(C(=O)NC(Cc3c[nH]c4ccccc34)C(=O)O)c(C)o2)cc1OC (stereo unspecified)
  -7, 667, 2.0, 2.6, 7.5, -10%, 0.17, 2287, 0.5, 949, -0.13, -0.28, -0.44, 0.11, i, 28, i, -12, -5.1%
- CC(C)N1C(=O)CSC1c1ccc(Br)cc1 (stereo unspecified)
  17, 679, 3.1, 2.7, 0.2, 5%, -0.35, 1653, 1.0, 1020, -1.1, -0.22, -0.74, 0.64, i, 58, i, 31, -1.1%
- O=[N+]([O-])c1ccc(COc2ncnc3ccccc23)cc1
  -6, 643, 1.6, 2.0, 8.2, 3%, 0.43, 1342, -3.1, 1148, -0.32, -0.24, -0.54, 0.62, i, 24, i, -11, -1.4%
- O=C(Oc1ccccc1)c1ccc(-n2cnnn2)cc1
  /, /, 3.8, 1.2, 3.6, 0%, -0.69, 1041, -1.1, 1017, -0.48, -0.4, -0.11, 1.7, i, 53, i, 8, 1.3%

Single records, as listed above. Values in the order: Hep lipid drop | Hep lipid drop cells 6.5 µM | MT stabilize HCS | MT stabilize HCS Hoechst-high % | MT stabilize HCS cytotoxicity % | PhoP inhibition | Ins promoter up | Ins promoter up cell count | bCat nuc transl | bCat nuc transl cell count 5 µM | Dynein cargo inh | Dynein cargo inh cytoplasmic EGFP | Dynein cargo inh nuclear GR-EGFP | Dynein cargo inh cell count | T cell modulator | T cell modulator vesicle-bound % | Autophagy HCS | Autophagy HCS cell loss 18 h | ER stress rescue
Entry for Cc1cc(=O)[nH]c(N/N=C/c2ccc(Br)s2)n1 = 5 | 666 | 1.1 | 2.2 | 4.9 | 9% | -0.33 | 1237 | -4.9 | 1123 | 0.31 | -0.28 | 0.023 | -0.1 | i | 10 | i | -8 | -2.3%
Entry for O=C(CSc1nc2ccccc2c(=O)[nH]1)N1CCN(S(=O)(=O)c2ccccc2)CC1 = / | / | 2.5 | 1.8 | 8.2 | -3% | -0.7 | 1535 | 1.6 | 1201 | -0.084 | 0.28 | 0.88 | 0.81 | i | 58 | i | -7 | -1.0%
